LmPK inhibitor: inhibitors of Leishmania mexicana pyruvate kinase | purified LmPK, Kinase-Glo ATP luminescence, 1 h | Q27686 | 0.37% of 290,000 active | Potency, µM (doses to about 57.5 µM), for inactives: top-dose activity change, negative = inhibition, usual class: inhibitors; note: potency is the fitted concentration of half-maximal effect; % is set by controls: 0 for no effect and ±100 for the full control effect
Target sequence (Q27686 whole entry, looked up): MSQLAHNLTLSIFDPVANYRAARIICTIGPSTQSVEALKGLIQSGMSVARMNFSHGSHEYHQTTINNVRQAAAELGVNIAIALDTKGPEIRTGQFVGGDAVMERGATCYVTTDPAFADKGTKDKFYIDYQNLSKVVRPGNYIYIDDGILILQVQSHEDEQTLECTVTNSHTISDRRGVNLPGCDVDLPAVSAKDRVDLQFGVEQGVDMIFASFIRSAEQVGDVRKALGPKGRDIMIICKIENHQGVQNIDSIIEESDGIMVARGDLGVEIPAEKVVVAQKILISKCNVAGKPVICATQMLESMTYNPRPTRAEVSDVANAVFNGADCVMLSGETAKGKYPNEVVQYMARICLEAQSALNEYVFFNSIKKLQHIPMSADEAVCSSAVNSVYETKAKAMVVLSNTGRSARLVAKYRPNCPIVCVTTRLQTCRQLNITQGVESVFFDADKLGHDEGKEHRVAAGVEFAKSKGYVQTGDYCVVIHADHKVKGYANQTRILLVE
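Pyruvate kinase activity monitored as ATP production (luciferase luminescence). Conditions: 0.1 nM enzyme, 0.5 mM PEP, 0.1 mM ADP, 1 h, RT; normalized against uninhibited and no-enzyme wells.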
Pf growth 48h: P. falciparum growth inhibition at 48 hours (one generation); Potency, µM (series often up to 28.7 µM), for inactives: at the highest dose activity change, negative = inhibition, usual class: inhibitors; AID 504832; P. falciparum luciferase growth in erythrocytes, 48 h; 5.9% of 310,000 active; note: potency is the fitted concentration of half-maximal effect; % is set by controls: 0 for no effect and ±100 for the full control effect
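Parasite viability was followed by luminescence of a genomically integrated firefly luciferase. Cultures held 0.1% parasitemia at 2% hematocrit (final), incubated under 5% CO2 at 37 C.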
Shiga toxin inh: Shiga toxin inhibition | Vero cells, Shiga toxin protein synthesis inhibition reporter | inhibition, % at 38.7 µM | 9.2% of 290,000 active; in the data active = inhibition mostly above about 28%, no sharp cut-off; inactive = mostly below about 43%; note: 0% is about no effect
Pf growth 96h: P. falciparum growth inhibition at 96 hours | 6.9% of 320,000 active | Potency, µM (highest dose often 28.7 µM), without a hit: at the highest dose activity change, negative = inhibition, actives largely listed as inhibitors | P. falciparum luciferase reporter growth, 96 h; note: potency is the fitted concentration of half-maximal effect; % is set by controls: 0 for no effect and ±100 for the full control effect
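Luminescence readout: decreased luciferase signal marks inhibited growth of reporter-expressing P. falciparum in infected red cells (2% hematocrit, 0.05% parasitemia final), exposed to compound two generations (96 h, 37 C, 5% CO2).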
Tb PYK inh: inhibitors of Trypanosoma brucei pyruvate kinase; Q57TT1; TbPYK enzyme, Kinase-Glo Plus ATP luminescence, 45 min; Potency, µM (top dose mostly 76.8 µM), without a hit: at the top dose activity, negative = inhibition, hits mostly inhibitors; 0.12% of 410,000 active; AID 624173; note: potency is the fitted concentration of half-maximal effect; % is set by controls: 0 for no effect and ±100 for the full control effect; nearly all actives have a fitted effect of over 50% in size
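Readout: single end-point luminescence (Kinase-Glo Plus, 10 min). Reaction conditions were TbPYK/substrate plus 130 uM ADP, 45 min at RT, pH 7.2 TEA buffer. No-enzyme wells served as controls, and data were normalized before concentration-response fitting.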
CHX counter: affects cycloheximide protein synthesis inhibition readout, counter-screen | cell reporter, cycloheximide protein synthesis inhibition counterscreen | max response, % | 12% of 300,000 active | AID 2314; in the data active = max response mostly above about 13%, no sharp cut-off; inactive = mostly below about 14%; note: read at 38.3 µM for the half of the compounds with a filed dose; 0% is about no effect
HCV inhibitor: inhibitors of hepatitis C virus infection | Huh7.5.1 HCVcc-Cre infection, luciferase reporter, 44 h | Potency, µM (highest dose often 41.8 µM), for the others: top-dose activity change, negative = inhibition, hits mostly inhibitors | 3.4% of 340,000 active; note: potency is the fitted concentration of half-maximal effect; % is set by controls: 0 for no effect and ±100 for the full control effect
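Antiviral activity was scored by luciferase reporter output from cells infected with HCVcc-Cre (~0.5 moi) in presence of compound, 44 h infection period, cells seeded 1,000/well 4 h prior.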
Starred values were filed as active, the others as inactive; ? = inconclusive; . = not tested or not shown; & = joins results of further samples; [ ] = remark or other dose. Unless noted, calls come from the whole dose curve; as a rule, active = well fitted curve in the direction sought with a large enough effect; inconclusive = small, poorly fitted or top-dose-only effect, or another doubt; inactive = no such curve, though single readings can be large; an effect the other way counts as inactive or inconclusive.

Keys: A = LmPK inhibitor; B = Pf growth 48h; C = Shiga toxin inh; D = Pf growth 96h; E = Tb PYK inh; F = CHX counter; G = HCV inhibitor
molecule: COc1ccc(CNCC(O)(c2ccccc2)c2ccccc2)cc1
  A = -3% | B = 0% | C = 5 | D = 0% | E = 2% | F = 15 | G = -7%
molecule: Cc1cc(NC(=O)Nc2ccc(Cl)c(Cl)c2)n(-c2ccccc2)n1
  A = 3% | B = 3% | C = 21 | D = -24% | E = -5% | F = 9 | G = ?
molecule: CCOc1cc(CNS(=O)(=O)c2ccc3c(c2)CC(=O)N3C)cc(OCC)c1OCC
  A = -4% | B = -29% | C = -7 | D = 11% | E = -5%&2% | F = -4 | G = -12%
molecule: CCOC(=O)NC(=S)c1ccc[nH]1
  A = 1% | B = 10% | C = -3 | D = -1% | E = -10% | F = -1 | G = 4%
molecule: CCC(C)NS(=O)(=O)c1cccs1 (stereo unspecified)
  A = -3% | B = 4% | C = -9 | D = -13% | E = 0% | F = -1 | G = ?
molecule: Cc1ccc(NC2CCCN(C(=O)CCC3(C)CC3)C2)cc1C (stereo unspecified)
  A = -7% | B = 2% | C = -22 | D = ? | E = -8% | F = 11 | G = 6%
molecule: c1ccc(CC2CNc3ccccc3CN2)cc1 (stereo unspecified)
  A = -2% | B = -1% | C = -2 | D = ? | E = -9% | F = 12 | G = -7%
molecule: CC(C)N=c1scc(-c2ccco2)n1/N=C/c1ccc(O)c(O)c1
  A = 2% | B = ? | C = 56 | D = ? | E = -19% | F = 43* | G = ?
molecule: O=C(O)c1ccc(N2C(=O)c3cccnc3C2=O)cc1
  A = 1% | B = -5% | C = 30 | D = 151%[activator] | E = 6% | F = 19* | G = -3%
molecule: O=C(Nc1ccc(-c2cscn2)cc1)C1CCCN(Cc2ccccc2)C1 (stereo unspecified)
  A = 0% | B = ? | C = 19 | D = ? | E = 7% | F = 24* | G = ?
molecule: COc1ccccc1-n1c(CNC(=O)c2ccccc2)nnc1SCC(=O)Nc1nnc(C)s1
  A = 0% | B = 23% | C = -4 | D = 8% | E = -1% | F = 1 | G = 2%
molecule: O=C1CCCN1CCCNC(=S)Nc1ccccc1Cl
  A = 0% | B = 6% | C = -7 | D = 22% | E = 3% | F = -2 | G = 25%
molecule: CCCCCCn1c(Br)nc2c1c(=O)n(C)c(=O)n2C
  A = 6% | B = -26% | C = -5 | D = ? | E = -7% | F = -2 | G = -15%
molecule: CC1(OC(=O)C2CCCC2)C(=O)C=C2C=C(c3ccsc3)N(C3CCCCC3)C=C2C1=O (stereo unspecified)
  A = 0%[11.5 µM] | B = 12µM* | C = -2 | D = ? | E = -3% | F = -4 | G = 9%
molecule: CC(C)Cn1c(N)c(C(=O)COC(=O)c2cnc(Cl)c(Cl)c2)c(=O)n(C)c1=O
  A = 5% | B = 4% | C = -11 | D = 20% | E = 1% | F = 0 | G = 16µM*

The results go on.
Keys: A = LmPK inhibitor; B = Pf growth 48h; C = Shiga toxin inh; D = Pf growth 96h; E = Tb PYK inh; F = CHX counter; G = HCV inhibitor
molecule: O=C(Nc1ccc2ccccc2c1)c1ccc(NS(=O)(=O)c2ccc(Br)s2)cc1
  A = -1% | B = 32%[activator] | C = 46* | D = 66%[activator] | E = 8% | F = 36* | G = -3%
molecule: CCS(=O)(=O)N1Cc2ccccc2CC1C(=O)Nc1cccc(S(=O)(=O)N(C)C)c1 (stereo unspecified)
  A = 3% | B = ? | C = 26 | D = ? | E = 1% | F = 7 | G = -5%
molecule: Cc1ccc(Cl)cc1NC(=O)C(Cc1ccccc1)N1C(=O)C2C3CCC(C3)C2C1=O (stereo unspecified)
  A = 5% | B = -21% | C = 2 | D = 17% | E = -3% | F = 10 | G = -8%
molecule: COC(=O)c1ccccc1SCC(=O)Nc1ccc(N2CCOCC2)cc1
  A = 0% | B = 43%[activator] | C = 55* | D = 91%[activator] | E = -8% | F = 37* | G = 6%
molecule: COCCN1C(=O)c2ccccc2C(C(=O)Nc2ccc3c(c2)OCCO3)C1c1ccc(F)cc1 (stereo unspecified)
  A = -2% | B = ? | C = 3 | D = ? | E = -3% | F = 2 | G = -14%
molecule: COc1ccc(CC(=O)Nc2ccc(S(=O)(=O)Nc3ncccn3)cc2)cc1OC
  A = 2% | B = -6% | C = 3 | D = 4% | E = -9% | F = -5 | G = 14%
molecule: COC(=O)CCN1CCN(S(=O)(=O)c2ccc3c(c2)OCCO3)CC1
  A = . | B = -24% | C = . | D = -26% | E = -4% | F = . | G = 2%
molecule: CCc1ccc(C(=O)/C=C/c2cnn(C)c2C)s1
  A = -18% | B = 245%[activator] | C = 34* | D = 475%[activator] | E = . | F = 23* | G = -22%
molecule: O=C(NCC1CCCC(CNC(=O)Nc2ccc(Cl)cn2)C1)Nc1ccc(Cl)cn1 (stereo unspecified)
  A = -6% | B = ? | C = 37 | D = ? | E = 6% | F = 9 | G = ?
molecule: CC(C)C(c1nnnn1C1CCCC1)N1CCN(C(=O)c2ccco2)CC1 (stereo unspecified)
  A = 3% | B = ? | C = -7 | D = ? | E = 1% | F = -4 | G = 10%
molecule: Cc1ccc(-c2nc3ccsc3c(=O)[nH]2)cc1
  A = 0% | B = 2.1µM* | C = 103* | D = 480%[activator] | E = 4% | F = 42* | G = 6%
molecule: C/C(=N\NC(=O)c1ccco1)c1ccc(NC(=O)C(F)(F)F)cc1
  A = 0% | B = 48%[activator] | C = 61* | D = 30%[activator] | E = -4% | F = 57* | G = 12%
molecule: CCN(CC)S(=O)(=O)c1ccc(NC(=O)CCNC(=O)c2ccco2)cc1
  A = 3% | B = -25% | C = -6 | D = -18% | E = 1% | F = -4 | G = 12%
molecule: Cc1cccc(Nc2c([N+](=O)[O-])ccc3nonc23)c1
  A = 0% | B = 8% | C = 16 | D = . | E = 3% | F = 1 | G = 3%
molecule: CC(C)(C)C(=O)OCc1cn(-c2ccccc2)nn1
  A = -3% | B = 26% | C = 59* | D = 44%[activator] | E = -3% | F = 30* | G = 5%

Additional results follow:
Keys: A = LmPK inhibitor; B = Pf growth 48h; C = Shiga toxin inh; D = Pf growth 96h; E = Tb PYK inh; F = CHX counter; G = HCV inhibitor
molecule: CCOC(=O)C1CCN(C(=O)COC(=O)CNC(=O)c2ccc(OC)cc2)CC1
  A = 1% | B = ? | C = -5 | D = 13% | E = 6% | F = 2 | G = 5%
molecule: CCCn1c2ccccc2c2nnc(SCC(=O)Nc3ncccn3)nc21
  A = -8% | B = -24% | C = -9 | D = 0% | E = -5% | F = -5 | G = -13%
molecule: CCNC(=S)Nc1cc(OC)c(NC(=O)c2ccco2)cc1OC
  A = -6% | B = 11% | C = -28 | D = -14% | E = 1% | F = -1 | G = ?
molecule: O=C(CN1C(=O)NC2(CCCCCC2)C1=O)c1cccs1
  A = . | B = 3% | C = . | D = 51%[activator] | E = -7% | F = . | G = -16%
molecule: C/C(=N\O)C1(C)N(O)C(C)(C)C(c2ccc(Br)cc2)=[N+]1[O-] (stereo unspecified)
  A = -13% | B = 8% | C = -22 | D = -15% | E = 0% | F = -8 | G = 1%
molecule: COc1ccc(C(=O)NNC(=O)CCC(=O)Nc2ccc(C)cc2C)cc1
  A = -1% | B = -2% | C = -7 | D = -11% | E = 5% | F = -5 | G = -6%
molecule: CC1(c2cc(C(F)(F)F)n3nc(C(=O)O)cc3n2)CC1
  A = 5% | B = 2% | C = -8 | D = 18% | E = 10% | F = -1 | G = 5%
molecule: Cc1cc(NC(=O)CCOc2ccccc2)no1
  A = -2% | B = 55%[activator] | C = 0 | D = 1% | E = -7% | F = 7 | G = 4%
molecule: COc1ccc(N2CC(O)=C(c3nc(-c4ccc(F)cc4)cs3)C2=N)cc1
  A = -14% | B = -10% | C = 4 | D = ? | E = 0% | F = -4 | G = 6%
molecule: COc1ccc(NC(=O)[C@H](C)NC(=O)[C@@H]2Cc3ccccc3CN2C(=O)OC(C)(C)C)cc1
  A = 4% | B = ? | C = -3 | D = ? | E = 1% | F = -3 | G = -14%
molecule: CCc1c(C)nc2ncnn2c1NC1CCCc2ccccc21 (stereo unspecified)
  A = 5% | B = ? | C = -4 | D = 44% | E = 9% | F = 1 | G = ?
molecule: CN(CCOc1ccccc1Cl)Cc1ccccc1
  A = -3% | B = 33%[activator] | C = . | D = 4% | E = 30% | F = 13* | G = 0%
molecule: COc1ccc(S(=O)(=O)CCc2nc3ccccc3s2)cc1
  A = 4% | B = . | C = 12 | D = 3% | E = -5% | F = -2 | G = 8%
molecule: CCN(CCCNC(=O)C1CCN(S(=O)(=O)c2c(C)[nH]c(=O)[nH]c2=O)CC1)c1cccc(C)c1
  A = 5% | B = . | C = -11 | D = 7% | E = 3% | F = -5 | G = 9%
molecule: O=C(CSc1n[nH]c(-c2ccncc2)n1)Nc1ccc(F)cc1
  A = -7% | B = 12% | C = 1 | D = -2% | E = -1% | F = -1 | G = 13%

New compounds follow
Keys: A = LmPK inhibitor; B = Pf growth 48h; C = Shiga toxin inh; D = Pf growth 96h; E = Tb PYK inh; F = CHX counter; G = HCV inhibitor
molecule: CC(C)=CCN1CCC(n2nccc2NC(=O)c2ccccc2Cl)CC1
  A = -3% | B = ? | C = 25 | D = -1% | E = 7% | F = 1 | G = ?
molecule: NC(=S)N/N=C/c1ccc(-c2cc(Cl)cc(Cl)c2)o1
  A = 3% | B = ? | C = -9 | D = . | E = -20% | F = 11 | G = -10%
molecule: CC1CCCN(C(=S)Nc2ccc(S(=O)(=O)N3CCCCC3)cc2)C1 (stereo unspecified)
  A = 7% | B = -6% | C = 17 | D = -4% | E = -1% | F = -3 | G = 8%
molecule: COc1ccc(/C=C2\N=C(C)OC2=O)cc1OC(C)=O
  A = 2% | B = 6% | C = -1 | D = 46%[activator] | E = -2% | F = -4 | G = 13%
molecule: CS(=O)(=O)c1ccccc1C(=O)N1CCN(S(=O)(=O)c2ccc(C3CCCCC3)cc2)CC1
  A = . | B = ? | C = . | D = ? | E = -5% | F = . | G = ?
molecule: CC1Cc2ccccc2N1C(=O)CSc1nnc2n1C(C)(C)Cc1ccccc1-2 (stereo unspecified)
  A = 4% | B = ? | C = -8 | D = 2.6µM* | E = 0% | F = -4 | G = ?
molecule: CCOC(=O)c1[nH]c2ccc(Br)cc2c1NC(=O)CCN1CCCC(C)(C)C1
  A = 4% | B = ? | C = 7 | D = ? | E = -6% | F = 9 | G = -22%
molecule: COc1ccc(NC(=O)Cn2nnc(C(N)=O)c2N)c(OC)c1
  A = -4% | B = -14% | C = -9 | D = ? | E = 0% | F = 1 | G = 7%
molecule: Cc1ccc(N=c2ssnc2Cl)cc1
  A = -16% | B = 13% | C = 33 | D = -8% | E = 28µM* | F = 26* | G = 10%
molecule: COc1cccc(C(C)NC(=O)Cc2cccs2)c1 (stereo unspecified)
  A = 1% | B = 10% | C = -3 | D = ? | E = 1% | F = -1 | G = 1%
molecule: CCCC[C@H]1C(=O)N(c2ccccc2)N(c2ccc(O)cc2)C1=O
  A = . | B = -7%[12.8 µM] | C = . | D = ? | E = -6%[33.2 µM] | F = . | G = .
molecule: CCc1ccccc1NC(=O)C1=CN2CCS(=O)(=O)N=C2C=C1
  A = . | B = 44%[activator] | C = . | D = 11% | E = -1% | F = . | G = 15%
molecule: O=C(CN1C(=O)c2ccccc2C1=O)c1ccccc1
  A = 0% | B = . | C = 36 | D = 97%[activator] | E = 2% | F = 20 | G = 5%
molecule: COc1cc(S(=O)(=O)N2CCOCC2)ccc1NC(=O)CSc1n[nH]c(=O)[nH]c1=O
  A = 0% | B = -6% | C = 9 | D = 0% | E = 2% | F = 9 | G = 20%
